Compound activity from PubChem BioAssay.
Mito fusion yeast – mitochondrial division inhibition or fusion activation; S. cerevisiae fusion-defective mutant growth rescue, CellTiterGlo 48 h; Potency, µM (titrated, usually from 46.1 µM), for inactives: at the highest dose growth rescue (activation), hits mostly activators; actives 0.23% (n = 320,000); AID 485298;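 note: potency is the fitted concentration of half-maximal effect; % of control where 0% means no effect; nearly all actives have a fitted effect of over 45% in size; temperature-sensitive fusion mutants such as fzo1-1 at 37 °C on non-fermentable ethanol glycerol medium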
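S. cerevisiae fusion-defective temperature-sensitive mutants (e.g. fzo1-1, mgm1-5) grown 48 h at 37C in YPEG (ethanol/glycerol non-fermentable) medium with 23 nl compound per well; growth rescue read as CellTiterGlo luminescence.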
Tb PFK block – T. brucei PFK enzyme inhibition. actives 0.17% (n = 330,000). Potency, µM (series often up to 57.5 µM), inactives show at the top dose activity, negative = inhibition, hits mostly inhibitors. T. brucei PFK, ADP-Glo luminescence. AID 485367. O15648;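 note: potency is the fitted concentration of half-maximal effect; 0% = uninhibited 1x PFK enzyme wells and -100% = no-enzyme wells; nearly all actives have a fitted effect of over 60% in size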
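Luminescent ADP detection (ADP-Glo, two-step: ATP depletion then ADP-to-ATP conversion for luciferase) reported PFK activity after 45 min room-temperature reaction of 1.25 nM enzyme with 0.5 mM F6P and 0.1 mM ATP at pH 8.0.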
TCR act – activators of T cell receptors. primary human leukocytes, anti-CD3, IL-2 HTRF, 48 h. Potency, µM (doses to about 9.22 µM), inactives show at the highest dose activation of IL-2 secretion, actives largely listed as activators. 330,000 tested, under 10 active. AID 504894; note: % of control where 0% means no effect
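IL-2 release read by HTRF sandwich (Eu cryptate donor, d2 acceptor, 665 nm emission) after 48 hr exposure of primary human leukocytes to compound together with anti-CD3 beads in the absence of co-stimulatory signals.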
a7 integrin act – integrin-mediated muscular dystrophy alleviation activation; AID 624291; actives 0.064% (n = 350,000); alpha7betagal myoblasts, beta-gal FDG fluorescence, 48 h; Potency, µM (top dose mostly 38.3 µM), without a hit: at the highest dose activation, usual class: activators;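 note: potency is the fitted concentration of half-maximal effect; 100% = response of the positive control SU9516; nearly all actives have a fitted effect of over 60% in size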
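Alpha7betagal+/- myoblasts (passage 13) were plated 16-24 hr, then exposed to compounds (1:260 dilution of DMSO stock) for 48 hours at 37C. After MPER lysis, β-galactosidase reporter activity was read as FDG fluorescence (ex 480/em 540) after 30 minutes.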
ASM inhibitor – human S-ASM enzyme inhibition; P17405; placental ASM, HMU-PC fluorogenic substrate, 60 min; Potency, µM (highest dose often 57.5 µM), for the others: at the highest dose activity change, negative = inhibition, most hits filed as inhibitors; actives 0.006% (n = 340,000); AID 504937; note: potency is the fitted concentration of half-maximal effect
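Human placenta-derived ASM preincubated with compound 10 min at room temperature, then reacted with 9 uM (final) fluorogenic HMU-PC substrate for 60 min at 37 C. Stop solution raises pH to 10; fluorescence read at Ex 386/Em 447 nm.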
A-T KAP1 phos – candidate therapy for ataxia-telangiectasia. AID 485349. […] A-T fibroblasts, KAP-1 phosphorylation AlphaLISA; neocarzinostatin DNA damage 30 min before lysis. Potency, µM (doses to about 57.5 µM), without a hit: at the highest dose activation, usual class: activators. actives 0.19% (n = 320,000); note: potency is the fitted concentration of half-maximal effect; % of control where 0% means no effect; nearly all actives have a fitted effect of over 45% in size
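ATM-like activity read as KAP-1 phosphorylation via AlphaLISA donor/acceptor antibody pairs after lysis and 6 hr at 25C. Cells were ATM-null patient fibroblasts ([…], hTERT), dosed 60 min, then exposed to the DSB inducer NCS for 30 min.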
Eya2 inh – Eya2 (human) phosphatase inhibition. O00167. recombinant Eya2, OMFP fluorescence dephosphorylation (OMFP is methylfluorescein phosphate). Potency, µM (doses to about 76.9 µM), for the others: at the highest dose activity, negative = inhibition, most hits filed as inhibitors. actives 0.006% (n = 330,000); note: potency is the fitted concentration of half-maximal effect; % is set by controls: 0 for no effect and ±100 for the full control effect
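Eya2 protein (added as 0.2 uM solution) was preincubated with compound for 10 min at ambient temperature in 50 mM HEPES pH 7.5, 50 mM NaCl, 5 uM MgCl2, 0.05% BSA, 1 mM DTT. OMFP (added at 50 uM) then reacted 10 min; fluorescence read at 485/525 nm.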
ELG1 repair inh – ELG1-dependent DNA repair inhibition; HEK293T ELG1-luciferase reporter, luminescence, 16 h; DNA damage induced by 5-fluorouridine; Potency, µM (top dose mostly 46.1 µM), inactives show at the highest dose activity change, negative = inhibition, hits mostly inhibitors; actives 2.3% (n = 330,000); AID 504467; note: potency is the fitted concentration of half-maximal effect; % is set by controls: 0 for no effect and ±100 for the full control effect; nearly all actives have a fitted effect of over 55% in size
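Luminescence from the luciferase reporter, measured 30 min after ONE-Glo reagent at room temperature, was the read-out. Beforehand, 2,000 cells per well were exposed for 16 hr at 37 °C to 5-fluorouridine together with compound or vehicle.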
Chronic BCR inh – blocks chronic active B-cell receptor signaling; actives 0.05% (n = 340,000); ABC-DLBCL IkBa-CBG/CBR reporter, luminescence ratio, 4 h; Potency, µM (series often up to 46.1 µM), without a hit: at the highest dose ratio change, negative = lower green/red ratio, most hits filed as inhibitors; active = well fitted inhibition curve with a large enough effect in the signal ratio, with a control signal flat, not every such curve was filed as active; inconclusive = small, poorly fitted or top-dose-only effect, or effect the other way, or a change in a side signal; the % refers to the signal ratio;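 note: potency is the fitted concentration of half-maximal effect; plate controls were basal doxycycline-induced cells for no effect and cells given 10 µM MG132 for full effect; MG132 reads +100%, hits lower the ratio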
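Compounds up to 46 uM were incubated four hours with TMD8 cells whose green CBG68 luciferase is fused to IkappaBalpha; red CBR luminescence normalised the signal, and concentration-effect curves were fitted to fusion, red and ratio data.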
PTAP TSG101 blk – blocks PTAP/TSG101 interaction to inhibit HIV-1 budding; Fluorescence polarization, FITC-PTAP peptide / Tsg101 binding; Potency, µM (highest dose often 115 µM), without a hit: top-dose activity change, negative = inhibition, actives largely listed as inhibitors; 340,000 tested, under 10 active; active = well fitted inhibition curve with a large enough effect in the main read-out, with a control signal flat, not every such curve was filed as active; inconclusive = small, poorly fitted or top-dose-only effect, or effect the other way, or a change in a side signal; inactive = no such curve, though single readings can be large or run the other way; note: potency is the fitted concentration of half-maximal effect; % of control where 0% means no effect
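FP read-out: FITC-PTAP peptide, 50 nM final, binding Tsg101 binding domain, 10 uM final; 20 min, r.t.; 10 mM HEPES pH 7.5, 0.15 M NaCl, 0.01% Tween 20, 3 mM EDTA, 0.1 mM TCEP.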
TSHR antagonist – human thyrotropin receptor antagonism. P16473. TSHR-expressing cells, TSH-stimulated cAMP HTRF, 2 h; stronger effect = lower value. activity change, negative = inhibition, % at 11.5 µM. actives 0.2% (n = 330,000). AID 504810;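 active = activity change below a set negative limit, meaning inhibition stronger than a set level, cut at about -70% in these data; inconclusive = activity change between two set negative limits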; note: % is set by controls: 0 for no effect and ±100 for the full control effect
Target sequence (P16473 whole entry, looked up): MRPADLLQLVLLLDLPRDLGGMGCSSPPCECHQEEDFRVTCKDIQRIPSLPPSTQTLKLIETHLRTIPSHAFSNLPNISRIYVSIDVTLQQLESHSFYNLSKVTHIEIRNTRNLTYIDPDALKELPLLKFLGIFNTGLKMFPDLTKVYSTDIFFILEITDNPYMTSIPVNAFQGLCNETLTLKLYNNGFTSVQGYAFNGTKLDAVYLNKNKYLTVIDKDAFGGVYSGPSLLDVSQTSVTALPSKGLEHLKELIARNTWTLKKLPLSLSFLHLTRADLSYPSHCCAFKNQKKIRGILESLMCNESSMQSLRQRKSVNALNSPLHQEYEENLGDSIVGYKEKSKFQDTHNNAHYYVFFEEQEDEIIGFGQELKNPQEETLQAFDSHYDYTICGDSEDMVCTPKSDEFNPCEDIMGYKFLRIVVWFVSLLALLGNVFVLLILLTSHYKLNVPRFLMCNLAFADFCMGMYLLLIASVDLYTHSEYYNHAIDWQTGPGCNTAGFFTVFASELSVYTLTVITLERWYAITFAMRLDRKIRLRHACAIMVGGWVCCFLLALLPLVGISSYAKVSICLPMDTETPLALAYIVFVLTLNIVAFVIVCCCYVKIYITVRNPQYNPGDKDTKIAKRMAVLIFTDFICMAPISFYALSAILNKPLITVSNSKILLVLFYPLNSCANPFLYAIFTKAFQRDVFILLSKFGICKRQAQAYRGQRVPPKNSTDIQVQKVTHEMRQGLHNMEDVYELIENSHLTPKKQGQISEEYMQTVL
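TSHR-expressing cells were treated with compounds, then stimulated with TSH at EC80 (4nM final) for 2 hours at 37 deg C. Cellular cAMP was measured by HTRF competition between lysate cAMP and cAMP-d2 for a cryptate-labelled anti-cAMP antibody.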
* hit, by the source's call; ? = inconclusive; nt = no result given; & = joins results of further samples; [ ] = another dose, or the depositor's remark. Unless noted, calls come from the whole dose curve; as a rule, active = well fitted curve in the direction sought with a large enough effect; inconclusive = small, poorly fitted or top-dose-only effect, or another doubt; inactive = no such curve, though single readings can be large; an effect the other way counts as inactive or inconclusive. An unsorted share of the library (roughly 3.2% active in at least one column).

SMILES	Mito fusion yeast	Tb PFK block	TCR act	a7 integrin act	ASM inhibitor	A-T KAP1 phos	Eya2 inh	ELG1 repair inh	Chronic BCR inh	PTAP TSG101 blk	TSHR antagonist
OCCOCCNc1ncnc2c1c(-c1ccccc1)cn2-c1ccccc1	30%	1%	-2%	?	-2%	27%	-13%	?	-2%	0%	-23
CCOC(=O)C1CCN(C(=O)c2cccc(S(=O)(=O)Nc3ccc(C)cc3C)c2)CC1	6%	0%	-1%	8%	-2%	7%	5%	11%	-1%	-1%	-12
COc1ccc(S(=O)(=O)N(CCCN2CCCC2=O)Cc2cc3cc(C)c(C)cc3[nH]c2=O)cc1	6%	-1%	-4%	-3%	-1%	0%	7%	?	2%	-5%	-9
COc1cccc(NC(=O)CN(C)C(=O)c2cc(C)on2)c1	0%	-2%	-3%	6%	3%	1%	-11%	0%	-15%	-1%	2
N#Cc1ccc(C(=O)Nc2ccc(S(=O)(=O)NC3=NCCCCC3)cc2)cc1	-3%	0%	-1%	-14%	4%	nt	-10%	?	-20%	0%	-17
CCOc1cc(/C=N/Nc2nc(N3CCCC3)nc(N3CCCC3)n2)ccc1O	1%	-1%	1%[46.1 µM]	0%	40%	-7%	-3%	12µM*	?	-9%	4
C/C(=N\Nc1ccccn1)c1ccc(OC(F)F)cc1	-3%	5%	-4%	4%	-1%	0%	1%	?	?	0%	-13
CCc1ccc2[nH]c3nc(SCCN4CCOCC4)nnc3c2c1	4%	-7%	1%	10%	-4%	5%	-1%	26µM*	5%	-3%	-6
COc1ccc(NC(=O)c2ccc3c(c2)NC(=O)CS3)cc1S(=O)(=O)Nc1ccc(Br)cc1	-1%	?	0%	-22%	-7%	-1%	-1%	12µM*	?	-1%	-35
COc1ccc(CN(C)C(=O)c2cc(S(=O)(=O)N3CCCCCC3)ccc2OC)cc1OC	1%	0%	-20%	24%	-1%	3%	8%	?	0%	-2%	3
Cc1ccc(Cc2nnc3n(-c4cccc(C)c4)nc(C(=O)c4ccccc4)n3c2=O)cc1	0%	2%	-6%[46.1 µM]	16%	-10%	9%	-1%	?	-3%	0%	-2
COc1ccc(CNc2cccc(F)c2)cc1Br	5%	?	1%	-2%	-5%	1%	13%	?	?	0%	-16
O=C(c1ccc(COc2ccc(Cl)cc2)o1)N1N=C(C(F)F)CC1(O)C(F)F (configuration not stated)	8%	0%	-7%[46.1 µM]	-6%	-17%	2%	-6%	?	0%	-4%	12
CC(=O)Nc1ccc(C(=O)OCC(=O)NCc2cccs2)cc1	0%	-4%	-1%	4%	-1%	-10%	4%	0%	?	-8%	-3
CCOc1ccc(NC(=O)CC2C(=O)N(c3cccc(OC)c3)C(=O)N2CCOC)cc1 (configuration not stated)	2%	2%	3%	-34%	0%	-1%	8%	0%	?	-5%	5
COc1ccccc1N1CCN(C(=O)C2CCN(C(=O)c3cccc(Cl)c3)CC2)CC1	0%	12%	0%	0%	-1%	2%	4%	1%	8%	2%	6
CC1=C(C(=O)OCC(C)C)[C@]23C(=O)c4ccccc4[C@@]2(O1)OC(N)=C3C#N	1%	4%	2%[46.1 µM]	-12%	1%	-6%	-6%	23%	?	-6%	3
O=C(COC(=O)c1cc(S(=O)(=O)N2CCOCC2)ccc1O)NCC1CCCO1 (configuration not stated)	-3%	10%	3%	-3%	3%	9%	26%	7%	?	-1%	4
COc1ccc(Br)cc1CN(C)CC(=O)NCCc1ccccc1	-2%	-10%	-9%	-6%	-1%	12%	3%	-16%	0%	2%	-10
O=C(CC1C[C@H](C(=O)N2CCOCC2)[C@@]2(CCC3CCCC3)c3[nH]c4ccccc4c3CCN2C1=O)NCCC1=CCCCC1 (some centres not stated)	nt	3%	-4%	-2%	4%	14%	0%	18%	0%	1%	-4
CC1(C)CC(=O)C2=C(C1)N(c1cccnc1)C(N)=C(C#N)C2c1cccs1 (configuration not stated)	2%	-3%	-3%[46.1 µM]	-37%	10%	-5%	-4%	8%	4%	0%	-2
Cc1onc(-c2ccccc2)c1C(=O)N1CCC(CO)(Cc2ccccc2)CC1	6%	1%	8%	-23%	0%	4%	0%	-2%	6%	-8%	21
CCC(=O)c1ccc(OCC(=O)OCC(=O)NCc2cccs2)cc1	-1%	-1%	1%	0%	nt	-2%	37%	14%	4%	-3%	0
COc1ccc(C2CC(c3cccs3)=NN2C(=O)CSC2=NN3CCCC(=O)N=C3S2)cc1 (configuration not stated)	5%	0%	5%	-18%	-4%	6%	18%	-15%	9%	2%	-3
COc1ccc2nc(NC(=O)CSc3nc(SC)ns3)sc2c1	4%	1%	-4%[46.1 µM]	?	-19%	-1%	-2%	?	?	0%	-13
O=C(COc1ncnc2ccccc12)Nc1ccc(S(=O)(=O)N2CCOCC2)cc1	3%	1%	-1%	16%	2%	9%	1%	6%	?	-7%	-7
O=C(COC(=O)c1ccc(Cl)c(Cl)c1)NC1CCCC1	4%	-2%	1%	7%	0%	-7%	8%	13%	1%	-7%	-10
COCCn1c(SCC(=O)N(C)c2c(N)n(Cc3ccccc3)c(=O)[nH]c2=O)nnc1-c1cccc(C)c1	-3%	0%	7%	5%	2%	-18%	-11%	14%	-20%	-2%	-1
CC(=O)OCC[n+]1c(C)n(-c2ccccc2)c2ccc(Cl)cc21	2%	1%	-4%	25%	3%	2%	4%	-1%	0%	-1%	-2
Cn1c(SCC(=O)NC2CCCCC2)nnc1-c1cccc(N)c1	3%	-4%	-3%[46.1 µM]	0%	1%	-3%	-3%	3%	8%	-3%	-3
COc1ccc(C2Nc3ccccc3C(=O)N2Cc2ccco2)cc1CN1C(=O)c2ccccc2C1=O (configuration not stated)	1%&8%	-2%&-9%	-5%&-3%	18%&6%	-1%&2%	1%&23%	-8%&12%	?	?	-3%&-5%	-3&38
O=C(NCCc1ccncc1)Nc1ccc(Cl)c(Cl)c1	2%	-22%	7%	-1%	-1%	4%	-2%	3%	-1%	0%	-9
O=C(Nc1cccc(C(=O)O)c1)/C(=C\c1ccc2c(c1)OCO2)NC(=O)c1ccccc1Cl	1%	-2%	-3%	-29%	2%	10%	2%	2%	10%	-2%	8
O=C(COC(=O)c1ccc(S(=O)(=O)N2CCCCC2)cc1)NCc1ccccc1	nt	0%	6%[46.1 µM]	21%	3%	-1%	0%	-2%	-3%	-7%	4
O=C(Nc1cc(Cl)ccn1)C1(c2ccccc2)CC1(Cl)Cl (configuration not stated)	13%	0%	3%	?	-7%	1%	?	?	28%	-3%	-27
O=C(Nc1cccc(Cl)c1)c1cc([N+](=O)[O-])ccc1N1CCN(CCO)CC1	-1%	2%	0%	-7%	-4%	-2%	-3%	19%	?	1%	-13
CC(C)CC(c1nnnn1C1CCCC1)N1CCN(c2ccccc2F)CC1 (configuration not stated)	?	0%	-2%	3%	-2%	14%	-22%	0%	1%	-3%	-25
CSCCC1NC(=O)NC1=O (configuration not stated)	6%	-1%	7%	-8%	1%	13%	-10%[15.4 µM]	6%	-3%	-5%	7
Cc1ccc(CN2C(=O)CCC2C(=O)NCCc2ccccc2)cc1 (configuration not stated)	5%	5%	-4%	8%	2%	-25%	-3%	16%	4%	-1%	21

Some of the entries so far, bar-delimited.
structure | Mito fusion yeast | Tb PFK block | TCR act | a7 integrin act | ASM inhibitor | A-T KAP1 phos | Eya2 inh | ELG1 repair inh | Chronic BCR inh | PTAP TSG101 blk | TSHR antagonist
CSCCC1NC(=O)NC1=O (configuration not stated) | 6% | -1% | 7% | -8% | 1% | 13% | -10%[15.4 µM] | 6% | -3% | -5% | 7
N#Cc1ccc(C(=O)Nc2ccc(S(=O)(=O)NC3=NCCCCC3)cc2)cc1 | -3% | 0% | -1% | -14% | 4% | nt | -10% | ? | -20% | 0% | -17
